KDM5B inh = inhibitors of human KDM5B histone demethylase; Q9UGL1; KDM5B demethylase, FDH-coupled NADH fluorescence (FDH is formaldehyde dehydrogenase); Potency, µM (series often up to 57.7 µM), for the others: top-dose activity change, negative = inhibition, actives largely listed as inhibitors; hit rate 2.6% among 220,000; AID 1347165; active = well fitted inhibition curve with a large enough effect; inconclusive = small, poorly fitted or top-dose-only effect; inactive = no such curve, though single readings can be large or run the other way; note: 0% is about no effect; nearly all actives have a fitted effect of over 70% in size
Target sequence (Q9UGL1 whole entry, looked up): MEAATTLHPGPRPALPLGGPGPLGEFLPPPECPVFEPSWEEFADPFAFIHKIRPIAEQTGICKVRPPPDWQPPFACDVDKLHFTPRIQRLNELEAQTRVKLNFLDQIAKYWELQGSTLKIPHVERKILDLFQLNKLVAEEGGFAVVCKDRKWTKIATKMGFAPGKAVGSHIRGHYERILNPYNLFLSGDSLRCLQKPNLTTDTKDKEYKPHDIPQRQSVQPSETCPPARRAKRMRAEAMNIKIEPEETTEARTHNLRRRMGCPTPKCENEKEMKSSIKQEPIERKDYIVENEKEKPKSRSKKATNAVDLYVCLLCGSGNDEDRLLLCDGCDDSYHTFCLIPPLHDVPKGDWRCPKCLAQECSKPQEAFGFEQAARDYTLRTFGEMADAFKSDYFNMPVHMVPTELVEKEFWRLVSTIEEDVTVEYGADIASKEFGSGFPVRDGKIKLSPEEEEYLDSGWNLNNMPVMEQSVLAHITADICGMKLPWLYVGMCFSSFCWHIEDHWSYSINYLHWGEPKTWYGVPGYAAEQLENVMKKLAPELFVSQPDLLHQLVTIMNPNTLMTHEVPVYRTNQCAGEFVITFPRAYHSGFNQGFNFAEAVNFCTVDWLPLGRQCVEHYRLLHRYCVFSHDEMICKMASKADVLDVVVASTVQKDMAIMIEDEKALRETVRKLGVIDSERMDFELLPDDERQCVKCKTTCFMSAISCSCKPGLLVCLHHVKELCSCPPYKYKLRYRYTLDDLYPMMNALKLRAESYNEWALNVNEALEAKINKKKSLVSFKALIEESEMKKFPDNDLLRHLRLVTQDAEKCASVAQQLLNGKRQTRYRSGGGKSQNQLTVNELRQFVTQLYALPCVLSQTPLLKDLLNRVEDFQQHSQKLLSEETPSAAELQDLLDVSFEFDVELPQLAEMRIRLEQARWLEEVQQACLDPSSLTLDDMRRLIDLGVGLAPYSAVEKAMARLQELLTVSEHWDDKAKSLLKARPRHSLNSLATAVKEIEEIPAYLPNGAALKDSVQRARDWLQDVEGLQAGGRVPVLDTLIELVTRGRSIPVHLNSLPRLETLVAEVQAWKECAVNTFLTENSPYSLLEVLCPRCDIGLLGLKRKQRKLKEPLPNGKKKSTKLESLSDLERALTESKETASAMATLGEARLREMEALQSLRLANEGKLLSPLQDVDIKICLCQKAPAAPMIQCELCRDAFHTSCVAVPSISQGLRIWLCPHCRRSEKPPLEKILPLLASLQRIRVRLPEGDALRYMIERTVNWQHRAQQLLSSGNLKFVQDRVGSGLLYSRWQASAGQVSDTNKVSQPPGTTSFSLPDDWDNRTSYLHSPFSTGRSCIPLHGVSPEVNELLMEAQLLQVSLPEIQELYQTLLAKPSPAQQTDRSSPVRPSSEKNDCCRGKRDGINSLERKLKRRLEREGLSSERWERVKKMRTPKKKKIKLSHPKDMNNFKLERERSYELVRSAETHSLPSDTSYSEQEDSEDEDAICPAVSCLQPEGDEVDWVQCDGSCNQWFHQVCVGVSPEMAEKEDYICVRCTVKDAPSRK
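Coupled FDH/NAD⁺ fluorescence readout. KDM5BΔAP 200 nM final; compound titration, 10 min RT preincubation; substrate mix 12.5 µM H3K4me3, 25 µM 2-OG, 50 µM Fe(II), 100 µM ascorbate, 0.25 mM NAD⁺, 0.25 U/mL FDH; ΔRFU over 30 min.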
* hit, by the source's call; i = inactive; ? = inconclusive; & = joins results of further samples; [ ] = dose if it differs, or a comment. Potency is the fitted concentration of half-maximal effect. Not all compounds are listed; the hit share may differ from the screen's.

KDM5B inh,Molecule
?,Cc1ccccc1-c1[nH]nc2ncc(-c3ccccc3)nc12
-2%,Cc1ccc(C(=O)C(C)C(=O)c2ccc(C)c(C)c2)cc1C
23%,CCCc1nc(C(=O)NCc2nc(C)cc(C(F)(F)F)n2)cs1
-13%,CN1Cc2ncnc(N3CCC(c4ccccc4)CC3)c2CN(c2ccccc2)C1=O
-6%,COc1ccc(S(=O)(=O)Nc2ccccc2OC)cc1NC(=O)c1[nH]c(C)c(C(C)=O)c1C
18µM*,COc1ccc(NC(=O)Nc2ccc(C)n(CC(=O)Nc3ccc(C)c(C)c3)c2=O)cc1
?,C[C@H]1CCCN1C(=O)c1nnc(COc2ccc3cccnc3c2)n1-c1cccnc1
?,Cc1cc2nc(-c3cccc(NC(=O)COc4ccc(Cl)c(C)c4)c3)oc2cc1C
13%,O=C(CCc1nc(-c2ccccn2)no1)NCc1ccc(-n2cncn2)nc1
24%,Cn1nccc1C(=O)N1CCC(N2C(=O)C(OCC3CC3)C23CCOCC3)CC1 (stereo not drawn)
13%,COC(=O)c1sc(N2C(=O)c3oc4ccc(C)cc4c(=O)c3C2c2ccc(O)c(OC)c2)nc1C (stereo not drawn)
32µM*,COc1ccc(CC(=O)N[C@H]2[C@H](O)[C@H](O)C[C@@H]2c2ccc(N3CCOCC3)nc2)cc1
12%,Cc1ccc(Cl)cc1NC(=O)NC1(c2ccccc2)CCC1
14%,CCN1C(=O)C2CC3(CCN(C(=O)c4cnccn4)CC3)CN2C1=O (stereo not drawn)
-25%,Cc1ccc(Nc2nc(-c3sc(C)nc3C)cs2)cc1
20%,CCOc1cc(=O)n2c(c1C(=O)N1CCN(c3cccc(Cl)c3)CC1)CCCC2
-20%,CCc1ccccc1NC(=O)CSc1nnc(COc2ccccc2Cl)o1
-4%,COc1ccccc1CN[C@H]1[C@H](O)[C@@H](N2CCN(c3ccccc3OC)CC2)[C@@H]2OC[C@H]1O2
35µM*,COc1ccc(N2CC(c3noc(-c4ccc(N(C)C)cc4)n3)CC2=O)cc1 (stereo not drawn)
-13%,O=[N+]([O-])c1ccc(/C=C2/CCCC3C2=NN(c2ccc([N+](=O)[O-])cc2)C3c2ccc([N+](=O)[O-])cc2)cc1 (stereo not drawn)
-2%,Cc1ccc(S(=O)(=O)NCCNC(=O)c2cn(C)c3ccccc23)cc1
-5%,Cc1cc(-c2ccccc2)nc(Nc2nc(C)c3ccccc3n2)n1
9%,O=C(NCC(=O)N1CCCC(C(F)(F)F)C1)c1ccccc1F (stereo not drawn)
-21%,CCCSc1nnc2c(n1)OC(c1cccs1)Nc1ccc(Br)cc1-2 (stereo not drawn)
-5%,CCC(CC)n1c(=O)n(C[C@@H](O)CO)c2cc(C(=O)O)cnc21
-15%,Cc1cc(C#N)c(-c2ccccc2C(=O)N(C(C)C)C(C)C)nc1C
1%,O=C(NC1CCCCCC1)c1ccc2c(c1)CC(=O)N2Cc1cccc(F)c1
4%&-5%,Cc1ccc(Nc2c3c(nc4ccccc24)CCC3)cc1
?,Cc1ccc(NC(=O)N2CCc3c([nH]c4ccccc34)C2c2ccccc2F)c(Cl)c1 (stereo not drawn)
-8%,COc1ccc(-c2nc3cc(C)ccn3c2NC(=O)c2cccc(F)c2)cc1
451%[activator],COc1ccc(NC(=O)CSC2=Nc3ccccc3C3=NC(CCC(=O)NCc4ccco4)C(=O)N23)cc1 (stereo not drawn)
31%,Cc1cc(NC(=O)C2CC(=O)N(c3ccccc3Cl)C2)no1 (stereo not drawn)
15%,COc1cccc(N2C(=O)NC(=NC3CCCCC3)C23CCN([S+](=O)([O-])c2c(C)noc2C)C3)c1 (stereo not drawn)
20%,O=C(NCCc1ccccc1)N1CCc2nn(Cc3ccccc3)c(=O)n2CC1
1%,CN1CCN(c2ccc(NC(=O)c3ccccc3Cl)nc2)CC1
?,CCCSc1ncc(Cl)c(C(=O)N(Cc2ccc(Cl)cc2)Cc2ccco2)n1
?,O=C(Nc1cccc2ccccc12)O[C@@H]1CO[C@H]2[C@@H]1OC[C@@H]2Nc1nccc(-c2ccccc2)n1
-2%,COc1ccc(CC(=O)Nc2cccc(NC(=O)C(C)n3cccn3)c2)cc1F (stereo not drawn)
-17%[115 µM],CNC(=O)c1onc(-c2ccc(Cl)cc2)c1[C@H](C)O
-2%,CN(C)C1(CNC(=O)c2ccc(NC(=O)c3ccco3)cc2)CCCCC1
-17%,Cc1ccc(NC(=O)N2CCC(CCNC(=O)c3cccc(F)c3)CC2)cc1F
3%,COc1ccc(CCNC(=O)CCc2c(C)nc3nc(C)nn3c2C)cc1OC
-34%,CC(=O)N1CCC(Cc2ncc(C)n2CC2CC2)C1 (stereo not drawn)
-6%,O=C(O)C1CCN(c2ccc(S(=O)(=O)N3CCC(C(=O)O)CC3)cc2[N+](=O)[O-])CC1
1%,O=C(NCCNC(=O)c1cc2ccccc2[nH]1)C(=O)N1CCCC1
-27%,CCOc1ccccc1CN1CCCOCCNC(=O)CC1
?,Cc1nnc(N2CCC(CO)(CN3CCCC3)CC2)c2ccccc12
2%,CCCC12CC3CC(CC(N)(C3)C1)C2
6%,CCC(=O)N1CCCC1c1nc(CCOCC2CCOCC2)no1 (stereo not drawn)
-10%,Cc1ccc(C)c(N2CCN(S(=O)(=O)c3ccc(C4CCCCC4)cc3)CC2)c1

Of the compounds above, these contain a furan ring, fused or not:
KDM5B inh,Molecule
451%[activator],COc1ccc(NC(=O)CSC2=Nc3ccccc3C3=NC(CCC(=O)NCc4ccco4)C(=O)N23)cc1 (stereo not drawn)
?,CCCSc1ncc(Cl)c(C(=O)N(Cc2ccc(Cl)cc2)Cc2ccco2)n1
-2%,CN(C)C1(CNC(=O)c2ccc(NC(=O)c3ccco3)cc2)CCCCC1

Next section
KDM5B inh,Molecule
3%,COc1ccc(C(=O)OCCCN(C)C2CN(Cc3cn(Cc4cccc(F)c4)nn3)S(=O)(=O)C2)cc1OC (stereo not drawn)
?,CCC1=Nc2cc(C(=O)N3CCC(C)CC3)ccc2Sc2ccc(C)cc21
-2%,Cc1cc(C(=O)O)cc(S(=O)(=O)Nc2ccccc2C(=O)NC(C)c2ccccc2)c1C (stereo not drawn)
?,Cc1ccc(CNC(=O)c2cc(NC(=O)C(C)C)cc3nc(C)ccc23)cc1
15%,COCCNC(=O)CCc1ncc(-c2ccc(Cl)cc2Cl)o1
-14%,O=C(NCc1ccccc1F)c1cc2n(n1)CC(c1ccc(Cl)cc1)OC2 (stereo not drawn)
-10%[86.2 µM],CCNC(=O)Nc1ccc([C@H]2OCC(=O)N(Cc3ccc(F)cc3)[C@@H]2CO)cc1
-9%,CC(C)Cn1c(=O)c2sccc2n2c(CCCC(=O)N3CCN(c4ccc(F)cc4)CC3)nnc12
30%,Cc1nc2ncnn2c(C)c1CCC(=O)N1C[C@@H](N)C[C@H]1C(=O)NC(C)C
-25%,O=C(c1ccc([N+](=O)[O-])cc1Cl)N1CCN(c2ccccn2)CC1
-2%[86.2 µM],COc1cc(Nc2ccc3nnc(-c4ccccn4)n3n2)cc(OC)c1OC
28µM*,COc1ccc(-c2ccnc3nc(Cc4ccc(F)cc4)nn23)cc1OC
-14%,Cc1sc2ncnc(N3CCCCC3)c2c1-c1ccc(Cl)cc1
13%,COc1ccc(-c2nc3scc(CCNS(=O)(=O)c4ccc(NC(C)=O)cc4)n3n2)cc1
-16%,COc1cccc(CNC(=O)N2CCC(Oc3ncccc3C(=O)N(C)C)C2)c1 (stereo not drawn)
196%[activator],Cc1ccc(-c2ccc3nnc(CNC(=O)c4ccc5c(c4)OCO5)n3n2)cc1
11%,O=C1CCSc2ccc(S(=O)(=O)NC3CCN(Cc4ccccc4)CC3)cc2N1
-5%,COc1ccccc1-n1[nH]c(CSc2nnnn2-c2ccccc2)cc1=O
-13%,O=C(Cn1cccc1-c1nc(-c2ccc(F)cc2)no1)N1CCc2ccccc21
-1%,O=C(O)c1c(Cl)ccc(Cl)c1Cl
?,CC(C)CCN1CC[C@H](c2nc3ccccc3[nH]2)C1
-1%,CCOC(=O)C1CCN(C(=O)C2CCc3nc(N4CCN(C(C)=O)CC4)sc3C2)CC1 (stereo not drawn)
-21%,Cc1nccn1CCNC(=O)CCC[C@@H]1[C@H]2CCCN3CCC[C@@H](CN1C(=O)c1cccnc1)[C@@H]23
?,COc1ccc(Cl)cc1CSc1ncn[nH]1
1%,O=C(NC1CC1)C1COC2(CCN(C(=O)c3cccc(Cl)c3)CC2)N1C(=O)c1cccc(F)c1 (stereo not drawn)

Three of the compounds above, as comma-separated lines.
canonical_smiles,KDM5B inh
Cc1cc(C(=O)O)cc(S(=O)(=O)Nc2ccccc2C(=O)NC(C)c2ccccc2)c1C (stereo not drawn),-2%
Cc1ccc(CNC(=O)c2cc(NC(=O)C(C)C)cc3nc(C)ccc23)cc1,?
COCCNC(=O)CCc1ncc(-c2ccc(Cl)cc2Cl)o1,15%

The list continues.
KDM5B inh,Molecule
12%,CC(C(=O)NCc1ccccc1)N1Cc2ccccc2C1=O (stereo not drawn)
35µM*,Cc1ccc(CN2CCc3nc(C(=O)Nc4ccc(Cl)cc4)oc3CC2)cc1
-18%,CN(C)c1ccc(CNC(=O)Cn2c(=O)oc3cc(S(=O)(=O)NCc4ccccc4)ccc32)cc1
-17%,COc1ccc(-c2nc(SCC(=O)NCc3ccccc3Cl)n[nH]2)cc1
304%[activator],COc1cccc(NC(=O)c2c(-c3ccccc3)oc3ccc(OC)cc23)c1
?,CN1CCOc2c(C(=O)NCc3cccnc3)cc(-c3ccc(O)c(F)c3)cc21
3%,O=C(Cc1c[nH]c2ccccc12)Nc1cccc2ccccc12
?,COc1ccc(CCNC(=O)c2cc3c(=O)[nH]c4ccc(C)cc4c3s2)cc1OC
32µM*,CCC(=O)N1CC(C(=O)N2CCN(c3ccccn3)CC2)C2(CCOCC2)C1 (stereo not drawn)
-15%,Nc1cccc(-c2ccn[nH]2)c1
?,Cn1cccc1CN1CCC2(Cc3ccccc3CNC2=O)C1 (stereo not drawn)
-27%,CCOc1ccc(NC(=O)C2CCN(S(=O)(=O)c3c(C)noc3/C=C/c3cccs3)CC2)cc1
-20%,CCOCCOC1CCN(C(=O)Cc2c[nH]c3ccccc23)CC1
-8%,O=C1Cc2cc(C(=O)CSc3nnc(-c4cccc(F)c4)o3)c(Cl)cc2N1
?,O=C(CN1C(=O)NC2(CCCCC2)C1=O)Oc1ccc2c(C(F)(F)F)cc(=O)oc2c1
8%,O=C(Cn1nnc2ccccc21)OCC(=O)c1ccc(F)cc1
12%,CC1C(O)CCN(C)C1C (stereo not drawn)
-3%,Cc1ccc(-c2nc3nc(C)cc(N4CCN(c5cc(Cl)ccc5C)CC4)n3n2)cc1
?,CCC1Oc2ccc(NS(=O)(=O)c3ccc(Cl)cc3)cc2CN(Cc2ccc(F)cc2)C1=O (stereo not drawn)
-3%,Cc1cc(C)c2oc(-c3cccc(NC(=O)c4cccc(F)c4)c3C)nc2c1
-5%,O=C(O)COCC(=O)Nc1ccc2c(c1)oc1ccccc12
15%,COCCn1cnc2c1c(=O)n(CC(=O)NC(=O)NC(C)(C)C)c(=O)n2Cc1ccccc1
-2%,COc1cccc(Nc2nc3ccccc3nc2C(=O)OCC(C)C)c1
5%,O=[N+]([O-])c1cccnc1Oc1ccc(OCc2ccccc2)cc1
6%,CC(C)(C)OC(=O)N1CCC(c2c(C(=O)NCc3ccccc3)cnn2-c2ccccc2)CC1

Given tab-delimited: entries from further up
SMILES	KDM5B inh
Cn1cccc1CN1CCC2(Cc3ccccc3CNC2=O)C1 (stereo not drawn)	?
CCOc1ccc(NC(=O)C2CCN(S(=O)(=O)c3c(C)noc3/C=C/c3cccs3)CC2)cc1	-27%
CCOCCOC1CCN(C(=O)Cc2c[nH]c3ccccc23)CC1	-20%
O=C1Cc2cc(C(=O)CSc3nnc(-c4cccc(F)c4)o3)c(Cl)cc2N1	-8%
O=C(CN1C(=O)NC2(CCCCC2)C1=O)Oc1ccc2c(C(F)(F)F)cc(=O)oc2c1	?
O=C(Cn1nnc2ccccc21)OCC(=O)c1ccc(F)cc1	8%
CC1C(O)CCN(C)C1C (stereo not drawn)	12%

The listing continues.
KDM5B inh,Molecule
0%,CCN1CCC(N(Cc2ccc(F)cc2)C(=O)Nc2cc(C)ccc2C)CC1
-3%,O=C(Cn1ncc2ccccc2c1=O)NC1CCCc2c1[nH]c1c(Cl)cccc21 (stereo not drawn)
3%,COc1ccc(NC(=O)CC2C(=O)N(c3ccc(C)cc3)C(=O)N2Cc2ccc3c(c2)OCO3)cc1 (stereo not drawn)
-7%,CCc1ccc(S(=O)(=O)NCC(=O)O)cc1
?,COc1ccc(NC(=O)Cn2nc(-c3ccccc3)c3cnc4ccc(C)cc4c32)cc1
?,CC(C)OCc1ccccc1CNC(=O)c1nccnc1N
?,COc1ccccc1CNC(=O)Cn1c(=O)oc2cc(S(=O)(=O)NCc3ccccc3)ccc21
?,COc1ccc(NC(C)=O)cc1NC(=O)C1CC(=O)N(c2n[nH]c3cccc(F)c23)C1 (stereo not drawn)
-2%,COCCNC(=O)c1cc2cc(S(=O)(=O)N3CCCCC3)ccc2n1C
25µM*,Cc1cc(C)c2c(C(=O)N3CCN(C)C4(CCN(C)CC4)C3)cc(C)nc2c1
11%,COc1ccc(/C=C/C(=O)NC(=S)Nc2ccc(Br)cn2)cc1
-13%,CC(C)c1nnc(Sc2nc(C(F)(F)F)nc3ccccc23)n1C1CC1
i,COCCCNc1oc(-c2ccc(S(=O)(=O)N3CCCCCC3)cc2)nc1C#N
22µM*,CSc1ccc(NC(=O)c2cc3c(s2)CN(C2CC2)C3)cc1

Compound activity as filed in PubChem.
